XiGFP reactiv = activators of inactive X chromosome reactivation, primary screen, imaging, XiGFP fibroblasts, GFP high-content imaging, set 2 | XiGFP mouse fibroblasts, % GFP-positive cells imaging, 3 d; cells co-treated with 5-aza-dC sensitizer; scaled so ellipticine positive control = 100% | activation, % at 7.58 µM | 360,000 tested, 0.055% active | AID 743238, 2013;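 active means mean normalized replicate activation at least 10% and every replicate at or above 10%; inconclusive means only one of the two criteria met; inactive means mean below 10% and not all replicates reach 10%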;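 further: 0% = median of on-plate neutral control wells and 100% = ellipticine 6 µM median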
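Assay system: SV40-immortalized XiGFP fibroblast cells, line 68-5-11; buffer or medium: DMEM plus 5-aza-dC sensitizer; compound: one concentration, pinned; timing: compounds 3 days, fix/stain 15 min at room temperature; benchmarks: positive control ellipticine, 6 µM final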
esBAF inh = Bmi1 luciferase reporter increase in mESCs, primary screen, esBAF inhibitor project, mouse ES cells, Bmi1 luciferase knock-in, single point; AID 602393, 2012; reporter increase, % at 12.5 µM; 24 h; 100% = twice the neutral-well signal; 350,000 tested, 2% active; in the data active means activation above about 40%; inconclusive means no clear call, values can overlap the other calls;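 further: 0% = median of the plate's neutral control wells and 100% = double that signal; a rise in the Bmi1 reporter signal indicates esBAF inhibition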
RAD54 branch = inhibitors of human RAD54 branch migration, primary screen, biochemical, fluorescence, single point. RAD54 Holliday junction branch migration, FAM/BHQ fluorescence. inhibition, % at 10.4 µM. 360,000 tested, 0.14% active. DNA repair and recombination protein RAD54-like (Homo sapiens), Q92698;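 active means mean normalized replicate activity at least 40 and at least half of replicates scoring 40 or more; inconclusive means only one of the two criteria met; inactive means mean below 40 and under half of replicates reaching 40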;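 further: 0% = median of neutral control wells and 100% = median of positive control wells; inhibitors cause a drop in the FAM fluorescence signal; in these data hits start at about 50%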
E-selectin induc = E-selectin induction in HUVECs, primary screen, imaging, HUVEC, immunofluorescence imaging, single point | P16581 | normalized: neutral wells 0, TNF-alpha wells 100 | activation, % at 7.58 µM | 260,000 tested, 0.37% active | AID 686992, 2013;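 active means mean E-selectin-positive cell signal at least 10% of the positive control, reached in at least 60% of replicates, without over 20% cell loss; inconclusive means no rule given, readout overlaps actives, possibly toxicity-flagged; inactive means the rest, including those meeting only one limit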;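 further: in these data hits start at about 27%; measured in HUVEC primary endothelial cells; signal is the percent of cells scored E-selectin positive by PE staining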
Target sequence (P16581 whole entry, looked up): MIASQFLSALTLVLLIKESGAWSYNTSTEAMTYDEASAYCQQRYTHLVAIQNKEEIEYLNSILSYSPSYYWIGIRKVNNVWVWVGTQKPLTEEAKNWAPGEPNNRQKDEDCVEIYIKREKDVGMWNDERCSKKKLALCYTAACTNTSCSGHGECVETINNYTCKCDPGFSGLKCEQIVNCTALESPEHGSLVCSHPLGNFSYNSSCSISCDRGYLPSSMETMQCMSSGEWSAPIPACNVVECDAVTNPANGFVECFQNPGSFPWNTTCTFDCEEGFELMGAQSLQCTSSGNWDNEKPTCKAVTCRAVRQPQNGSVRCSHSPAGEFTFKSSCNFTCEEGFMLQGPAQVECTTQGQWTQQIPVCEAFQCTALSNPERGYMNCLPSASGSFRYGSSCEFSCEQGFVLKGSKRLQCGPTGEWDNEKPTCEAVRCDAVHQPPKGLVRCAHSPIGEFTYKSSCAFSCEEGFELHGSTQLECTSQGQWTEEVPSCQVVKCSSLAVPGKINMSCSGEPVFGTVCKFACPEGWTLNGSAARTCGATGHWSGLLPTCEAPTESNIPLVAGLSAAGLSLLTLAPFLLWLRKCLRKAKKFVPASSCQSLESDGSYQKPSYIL
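Test system: HUVEC | Signal: Immunofluorescence imaging | Read-out: Percent E-selectin-positive cells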
RAD52 inh = RAD52 DNA annealing inhibitors, primary screen, biochemical, FRET, single point, set 2; recombinant RAD52 DNA annealing, FRET fluorescence; inhibition, % at 18.7 µM; 360,000 tested, 0.46% active;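 active means every replicate showing at least 50% inhibition; inconclusive means mean inhibition at least 50% but not in every replicate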
Target sequence (P43351 whole entry, looked up): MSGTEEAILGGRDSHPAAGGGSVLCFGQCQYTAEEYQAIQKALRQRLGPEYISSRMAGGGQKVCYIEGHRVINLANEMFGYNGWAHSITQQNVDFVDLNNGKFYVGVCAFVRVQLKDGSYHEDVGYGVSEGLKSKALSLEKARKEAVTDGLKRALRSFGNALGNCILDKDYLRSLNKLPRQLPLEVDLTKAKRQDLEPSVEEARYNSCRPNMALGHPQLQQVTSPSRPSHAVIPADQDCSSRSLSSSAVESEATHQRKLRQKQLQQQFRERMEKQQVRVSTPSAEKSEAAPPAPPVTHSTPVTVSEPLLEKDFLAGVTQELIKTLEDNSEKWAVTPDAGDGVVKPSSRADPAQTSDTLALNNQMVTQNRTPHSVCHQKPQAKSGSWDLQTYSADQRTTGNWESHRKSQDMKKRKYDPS
S100A4 MyoIIA = inhibitors of S100A4-myosin IIA peptide binding, primary screen, biochemical, fluorescence polarization, TAMRA-MyoIIA peptide. Protein S100-A4 (Homo sapiens), P26447. inhibition, % at 10.7 µM. 360,000 tested, 0.14% active;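 active means mean inhibition of at least 70% across replicates, with every replicate also reaching that level; inconclusive means mean inhibition reaches 70% but some replicates fall short; inactive means mean inhibition below 70%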
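System – human S100A4 monomer protein, biochemical binding assay · Buffer or medium – Calcium-containing HEPES buffer, pH 7.2 · Timing – 5 min between mix addition and reading · Also added – TAMRA-labelled myosin IIA heavy-chain peptide probe, 5 nM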
ERp5 block = inhibitors of ERp5-driven insulin aggregation, primary screen, biochemical, turbidity, absorbance 650 nm, single point | AID 651711, 2012 | 90 min | Protein disulfide-isomerase A6 (Homo sapiens), Q15084 | 350,000 tested, 0.05% active | inhibition, % at 9.99 µM;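 active means mean replicate inhibition above about 25%, with every replicate also reaching it, limit read from the data, passing the limit was not always enough; inconclusive means only one of those two criteria met; inactive means neither criterion met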
ERAP1 HTS inh = human ERAP1 aminopeptidase inhibitors, primary screen, biochemical, single point, plate reader. Endoplasmic reticulum aminopeptidase 1 (Homo sapiens), Q9NZ08. recombinant ERAP1, Leu-AMC fluorescence, 60 min. inhibition, % at 10.7 µM. 340,000 tested, 0.15% active;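 active means mean replicate inhibition of at least 30%, or all replicates individually reaching that 30% level; inactive means mean below 30% and not every replicate reaching it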;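 further: 0% = neutral control wells and 100% = L-leucinethiol positive control wells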
* = called active by the depositor; ? = inconclusive; · = not tested or not shown.

SMILES | XiGFP reactiv | esBAF inh | RAD54 branch | E-selectin induc | RAD52 inh | S100A4 MyoIIA | ERp5 block | ERAP1 HTS inh
C/C(CC(=O)Nc1ccc(N(C)C)cc1)=N\NC(=O)c1ccc([N+](=O)[O-])cc1 | 0.4 | 11 | 7 | 0.2 | 2 | -6 | -1 | -2
COc1ccc2c3c([nH]c2c1)[C@H](CO)N(C(=O)NC1CCCC1)CC31CCN(C(=O)Nc2cccc(F)c2)CC1 | 0.4 | · | · | -0.1 | 1 | 3 | -6 | -1
Cc1noc(C)c1S(=O)(=O)Nc1ccc2c(c1)CC(=O)N([C@H](C)CO)C[C@@H](C)[C@H](CN(C)Cc1ccc(Cl)c(Cl)c1)O2 | -0.3 | 3 | 1 | -0.1 | -19 | 1 | -3 | 0
Cc1cccc(N(Cc2ccccc2)C(=O)c2ccc(CS(C)(=O)=O)cc2)c1 | 0.2 | 4 | 0 | -1.6 | -5 | -7 | -8 | -1
CC(NC(=O)CSc1cccc(C(F)(F)F)c1)c1ccccc1 (configuration not stated) | 0.0 | -10 | · | · | -9 | -2 | -2 | -4
COc1ccc(-c2nnn(CC(=O)N(CCCN3CCOCC3)C(C(=O)NC3CCCC3)c3ccco3)n2)cc1 (configuration not stated) | 0.1 | · | · | · | 2 | 1 | 9 | -7
Cc1ccc(S(=O)(=O)N[C@H]2CC[C@@H](CC(=O)NCCc3ccncc3)O[C@H]2CO)cc1 | -0.3 | -5 | -3 | -0.4 | 8 | -14 | -6 | 0
COc1ccc(NC(=O)N(C)C[C@H]2Oc3ccc(NS(=O)(=O)c4cn(C)cn4)cc3C(=O)N([C@H](C)CO)C[C@H]2C)cc1 | -1.1 | 6 | 5 | · | -16 | -16 | -4 | -1
COCC(C)NC(=O)CSc1nc2nn(-c3ccccc3)c(=O)c-2c2n1CCCCC2 (configuration not stated) | 0.1 | 1 | -4 | 0.0 | -8 | 2 | -2 | 1
COc1ccc2c3c(n(C)c2c1)[C@@H](CO)N(S(C)(=O)=O)CC31CCN(Cc2cncnc2)CC1 | 0.0 | · | · | -0.3 | 3 | 6 | -7 | -2
Cc1cc(N2C(=O)C(O)=C(C(=O)c3cccs3)C2c2ccc(F)cc2)no1 (configuration not stated) | 0.3 | · | · | · | -12 | 4 | 2 | 1
C[C@]12C=CC(=O)C=C1CC[C@@H]1C2[C@@H](O)C[C@@]2(C)C1CC[C@]2(O)C(=O)COC(=O)CCC(=O)O (some centres not stated) | 0.0 | 6 | -2 | 0.0 | -22 | -5 | 3 | 1
COc1ccc(-c2ccc3c(c2)O[C@H](CN(C)CC2CCOCC2)[C@@H](C)CN([C@H](C)CO)S3(=O)=O)cc1 | -0.7 | 0 | 4 | 0.8 | 14 | -6 | -4 | 1
CCn1c(O)c2ccc(C(=O)N=NC(=O)c3ccccc3)cc2c1O | -0.1 | 7 | 0 | 0.1 | -21 | 2 | -1 | -2
C[C@@H](O)C#Cc1ccc2c(c1)O[C@H](CN(C)Cc1ccncc1)[C@@H](C)CN([C@@H](C)CO)S2(=O)=O | 0.2 | -4 | 5 | 0.4 | -3 | -2 | 2 | -1
COc1cc2c(cc1OC)CN(C(=O)CCC(=O)c1ccc(F)cc1)CC2 | 0.0 | -4 | -3 | -0.4 | -109 | -13 | -7 | 0
CCOc1ccccc1NC(=O)[C@@H](NC(=O)c1ccccc1F)C(C)C | -0.1 | 0 | 20 | 0.2 | -8 | 3 | -1 | -4
C[C@H](CO)N1C[C@H](C)[C@@H](CN(C)C(=O)Cc2ccccc2)OCCCC[C@H](C)Oc2ccc(NS(=O)(=O)c3ccc(Cl)cc3)cc2C1=O | 0.1 | 0 | -3 | -0.1 | -4 | -6 | -2 | 6
O=C(CSc1nnc2ccc(-c3ccncc3)nn12)N1CCCCC1 | 0.0 | -1 | 1 | 2.8 | -24 | 8 | 3 | -4
COC(=O)c1cccc(C(=O)N2CCC(CCC(=O)NCc3ccc(F)cc3)CC2)c1 | 0.0 | -9 | 6 | · | 2 | 0 | 8 | 2
COc1cc(/C=C/C(=O)O)ccc1OCc1cnc(Cl)s1 | 0.1 | · | · | 0.8 | 5 | 2 | 7 | -1
C[C@H](CO)N1C[C@H](C)[C@H](CN(C)CC2CC2)Oc2c(NC(=O)c3ccncc3)cccc2C1=O | 0.1 | -1 | -11 | -0.1 | 1 | -4 | 0 | 3
O=C(CNC(=O)c1ccncc1)N/N=C/c1ccccn1 | 0.3 | · | · | · | -13 | 5 | 1 | -1
CCOC(=O)C1C(=O)NC(c2ccccc2)=NC1c1ccc(OC)cc1 (configuration not stated) | -0.1 | · | · | 0.0 | 1 | -3 | 3 | 1
O=C(O)c1ccccc1Cc1ccc2c(c1)CCCC2 | -0.1 | -1 | 5 | -0.1 | -12 | -1 | -10 | 1
COCc1nnc(NC(=O)CCc2ccc(OC)cc2)s1 | 0.4 | -14 | -12 | 2.4 | -7 | 4 | 3 | -4
Cn1cccc/c1=N\c1cccc[n+]1C | 0.0 | · | 8 | 0.5 | -11 | -2 | 6 | 10
Cn1c2ccccc2c2nnc(SCC(=O)Nc3cccc(C(=O)O)c3)nc21 | 0.1 | 0 | -27 | 0.1 | -12 | 1 | -3 | 1
C[C@H](CO)N1C[C@H](C)[C@@H](CN(C)S(=O)(=O)c2ccccc2)OCCCC[C@H](C)Oc2ccc(NS(C)(=O)=O)cc2C1=O | 0.2 | 3 | -18 | 0.2 | -9 | 0 | 2 | -2
CC(=O)c1cnc(-c2ccccc2Cl)s1 | 0.3 | 21 | -3 | · | -14 | -1 | -2 | -1
CC(C)NC(=O)Nc1ccc2c(c1)C(=O)N([C@@H](C)CO)C[C@@H](C)[C@H](CN(C)C(=O)Nc1ccc(F)cc1)OCCCC[C@H](C)O2 | 0.0 | -2 | -3 | · | 8 | -3 | -4 | 1
O=C(N[C@@H]1CC[C@@H](CCn2cc(C3(O)CCCC3)nn2)O[C@@H]1CO)c1ccccc1F | -0.5 | 0 | 0 | 1.1 | -14 | 8 | 0 | 2
C[C@@H]1CN([C@@H](C)CO)C(=O)c2cc(/C=C/c3ccccc3)cnc2O[C@H]1CN(C)C(=O)c1ccc(F)cc1 | -0.6 | 2 | 7 | 0.0 | 27 | -3 | -3 | -3
CCCC(=O)N1CCCC1(C)C(=O)Nc1cccc(OC(C)C)c1 (configuration not stated) | 0.1 | -5 | -5 | 1.3 | 1 | 1 | 6 | 5
Cc1cccc(C)c1-n1c(C)nn(Cc2ccc([N+](=O)[O-])cc2)c1=O | 0.1 | 0 | 13 | -3.7 | 3 | -1 | 6 | 0
CCOC(=O)Cc1c(C)nc2c(-c3cccc(Br)c3)cnn2c1C | 0.3 | · | · | -1.1 | 3 | -1 | 2 | 5
S=c1nc(-c2ccc(Br)cc2)[nH]c2ccccc12 | -0.1 | 16 | 7 | 8.1 | -16 | -7 | 4 | -2
O=C(Cc1ccccn1)N[C@@H]1CC[C@@H](CCNS(=O)(=O)c2cccc(F)c2)O[C@H]1CO | -0.1 | 2 | -12 | 0.4 | 9 | 132* | 0 | -4
CCC1(CC)Cc2ccccc2-c2nc(CCl)[nH]c(=O)c21 | 0.1 | 5 | -2 | · | -25 | -6 | 10 | -5
COc1ccc(Cl)cc1NC(=O)CN(C)C(=O)Cn1c(=O)oc2ccccc21 | 0.0 | -8 | -7 | -2.2 | -80 | -4 | -1 | 5
c1cncc(CSc2nnc3ccc(-c4cccs4)nn23)c1 | -0.1 | · | · | · | -7 | 27 | 0 | -3
CCCS(=O)(=O)N1CCCC(C(=O)c2cccc(Cl)c2)C1 (configuration not stated) | 0.0 | · | · | · | 7 | -10 | -4 | 1
Cc1ccc(S(=O)(=O)Nc2cccc3c2O[C@H](CN(C)C(=O)Nc2ccccc2)[C@@H](C)CN([C@H](C)CO)C3=O)cc1 | 0.0 | 3 | 5 | 0.0 | 12 | -3 | -5 | 1
CN1C(=O)c2cc(NC(=O)C3CCC3)ccc2OC[C@H]2O[C@@H](CC(=O)NCC3CCCCC3)CC[C@H]21 | 0.0 | · | · | -0.1 | 2 | 3 | 5 | 2
O[C@@H]1C[C@H](c2ccc(Cl)cc2)N(Cc2cccs2)C[C@H]1n1cc(C2CC2)nn1 | 0.0 | 6 | 2 | · | -3 | -6 | 1 | 6
Cc1ccc(N2CC(C(=O)OCC(=O)c3ccc([N+](=O)[O-])cc3)CC2=O)cc1 (configuration not stated) | 0.0 | -1 | 1 | 0.3 | -8 | 4 | 2 | 0
COc1ccccc1NC(=O)N1CCc2c([nH]c3ccccc23)C1C(F)(F)F (configuration not stated) | -0.1 | · | · | · | -15 | -2 | 3 | ·
O=C(Nc1ccc(CN2CCOCC2)cc1)c1ccc(Br)cc1 | 0.1 | ? | -8 | 0.4 | -10 | 1 | 5 | -3
O=C(NCc1ccco1)c1cc(S(=O)(=O)N2CCCC2)ccc1Cl | 0.1 | · | -5 | -0.4 | -9 | 3 | 3 | 3
CCOC(=O)c1cc(C(=O)OCC)c(=O)[nH]c1N1CCCCC1 | 0.0 | 9 | -7 | · | -15 | -1 | 8 | -1
Cc1cc(C)cc(NC(=S)/C(=C(\[O-])c2ccc(Cl)cc2Cl)[n+]2ccccc2)c1 | -0.1 | -1 | -2 | 0.0 | -6 | 10 | -4 | 5
Cc1ccc(NC(=O)Cn2nnc(C(=O)NCCc3ccccc3)c2N)cc1Cl | 0.2 | 2 | 2 | · | -8 | 3 | 1 | 2
O=C(NCc1ccccc1)C1Nc2ccc(OC(F)(F)F)cc2C2C=CCC12 (configuration not stated) | 0.0 | -2 | 7 | 0.5 | · | · | · | ·
Cc1ccc(NC(=O)C2(C)CCN2Cc2csc3ccccc23)cc1 (configuration not stated) | -0.1 | 2 | 8 | -0.2 | -27 | -3 | 4 | -4
COC(CNC(=O)c1ccc(-n2c(=S)[nH]c3ccccc3c2=O)cc1)OC | 0.0 | -1 | -4 | 0.7 | -18 | -5 | 5 | -1
COc1cc(OC)cc(C(=O)OCC(=O)c2cc(C)n(CC3CCCO3)c2C)c1 (configuration not stated) | -0.1 | 22 | 1 | 0.1 | -9 | -19 | 5 | 2
O=C(CSc1nc(C(F)(F)F)cc(=O)[nH]1)N1CCOCC1 | 0.2 | · | · | 6.9 | -9 | 13 | -3 | 2
COc1ccc(C)cc1NC(=O)CO/N=C(\N)CC(=O)NC1CCCCC1 | 0.0 | 9 | 3 | -0.1 | -38 | -2 | -5 | 2
C/C(O)=C(\N=Nc1cc(C)ccc1O)C(N)=O | 0.0 | · | · | · | -38 | -18 | 3 | 0

Compound activity from PubChem.
